NOD2 inhibition: inhibition of NOD2-driven NF-kB reporter – cell-based, luminescence, uHTS, HEK293 (AID 1566) | HEK293 NOD2/NF-kB luciferase reporter, luminescence; higher % means a stronger effect | one-dose inhibition, % at 4 µM; EC50 in µM for titrated hits | actives 0.63% (n = 290,000); further: many of its hits are not listed in these tables
Hep lipid drop: hepatic lipid droplet formation modulation; AML12 mouse hepatocytes, oleate lipid droplets, BODIPY imaging; AID 1656; inhibition, % at 6.5 µM; actives 0.4% (n = 240,000);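 active means lipid droplet intensity inhibited by at least 50%, with more than 500 cells counted; inconclusive means wells with under 300 cells, treated as cytotoxic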
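Test system: AML12 hepatocytes (mouse); reagent: oleate loading, 100 µM; dosing: one dose, 6.5 µM compound; incubation: overnight exposure; signal: fluorescence imaging, 20x objective, two fields per well; read-out basis: % inhibition of corrected integrated BODIPY droplet signal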
XIAP displacement: small molecules displacing peptide from XIAP – biochemical, IAP family, fluorescence polarization (AID 1018); XIAP BIR domain, fluorescence polarization peptide displacement; higher % means a stronger effect; one-dose displacement, % at 20 µM; IC50 in µM for titrated hits; actives 0.007% (n = 200,000); in the data active means displacement above about 50%; further: a part of the inactive calls stands beside numbers as strong as those of hits
Myeloid diff MLP: myeloid differentiation induction; ER-HoxA9 myeloid progenitors, lysozyme-GFP differentiation, flow cytometry; actives 1% (n = 360,000); calls only at 10 µM;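 active means normalized GFP-positive differentiation at or above the plate's own cutoff, the solvent-only control mean plus 3 SD; inconclusive means no clear call, values can overlap the other calls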;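 further: cells exposed to compound for four days before flow analysis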
Dengue-2 NS5 capping: Dengue-2 NS5 methyltransferase inhibitors, primary screen, biochemical, confirmation dose response (AID 588689). Dengue-2 NS5 methyltransferase capping enzyme assay, biochemical; higher % means a stronger effect. inhibition, % at 25 µM, or IC50 in µM where a hit was titrated. actives 0.3% (n = 340,000); in the data active means a potency from the dose series; inconclusive means inhibition above about 29% without an active follow-up result
SIAH1 antagonists: Siah-1 peptide-binding antagonists, primary screen, biochemical, fluorescence polarization, rhodamine-plectin, uHTS (AID 1817). Siah-1 / rhodamine-plectin peptide fluorescence polarization; higher % means a stronger effect. displacement, % at 20 µM, or IC50 in µM where a hit was titrated. actives 0.02% (n = 290,000);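 active means displacement of at least 50% at 20 µM, with a fluorescence ratio check between 0.3 and a set limit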;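 further: plate controls were Siah plus tracer with DMSO for no effect and tracer alone without Siah for full effect; strong numbers were not always called active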
HIV fusion peptide: cell-free HIV fusion peptide-binding blockers – biochemical, uHTS, fluorescence dequenching, primary screen (AID 1986) | cell-free peptide binding, fluorescence dequenching, 30 min; higher % means a stronger effect | one-dose inhibition, % at 20 µM; IC50 in µM for titrated hits | actives 0.3% (n = 290,000); in the data active means inhibition mostly above about 52%, no sharp cut-off; inactive means mostly below about 76%; further: some results filed as inactive read as strong as hits
AID2073: inhibitors of Mint1-CaV2.2 protein interaction, biochemical, HTRF (AID 2073). HTRF protein-protein interaction, Mint1-CaV2.2; higher % means a stronger effect. inhibition, % at 20 µM; hits with a dose series show IC50 in µM. actives 0.19% (n = 290,000); in the data active means inhibition mostly above about 51%, no sharp cut-off; inconclusive means no clear call, values can overlap the other calls; inactive means mostly below about 53%; further: some results filed as inactive read as strong as hits
LYP phosphatase: PTPN22 lymphoid phosphatase activity blockers – biochemical, fluorescence intensity, uHTS (AID 1779). recombinant LYP phosphatase, fluorescence intensity; higher % means a stronger effect. inhibition, % at 11.5 µM; hits with a dose series show IC50 in µM. actives 0.054% (n = 290,000);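 further: plate controls were vehicle with enzyme for no effect and no enzyme for full effect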
Hep lipid drop cells 6.5 µM: recorded beside Hep lipid drop, whose call it bears; cell count; measured here: cell count, cytotoxicity flag;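 cells counted across two imaged fields per well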
Dengue-2 NS5 capping pilot replicate: also measured in Dengue-2 NS5 capping; calls as there; inhibition, %; measured here: pilot screen replicate inhibition
Myeloid diff MLP GFP+ MAC1+ %: recorded beside Myeloid diff MLP, whose call it bears; GFP+ MAC1+ double positive, %; measured here: differentiation confirmed by MAC1 staining
The depositor's hits bear a star; i = inactive; ? = inconclusive; · = not tested or not shown; + = active, no number. Unless noted, no stated cut-off is given here; in the data, active means inhibition above about 50%; inactive means the rest. This is a subset; the hit share may differ from the screen's.

Preview:
SMILES	NOD2 inhibition	Hep lipid drop	Hep lipid drop cells 6.5 µM	XIAP displacement	Myeloid diff MLP	Myeloid diff MLP GFP+ MAC1+ %	Dengue-2 NS5 capping	SIAH1 antagonists	HIV fusion peptide	AID2073	LYP phosphatase	others
O=C(NCc1ccc2c(c1)OCO2)c1cc(-c2ccccc2)on1	-20%	-5	782	-0.8%	i	1.1	1%	5%	-0.4%	13%	-2%
COc1ccccc1Oc1ccc2c(c1)C(=O)N(CC(=O)O)C2=O	-9%	15	834	·	i	0.9	-6%	2%	4.1%	2%	-3%
COc1ccccc1C(=O)NNC(=O)C(=O)NC1CCCCC1	0%	16	744	·	?	·	3%	3%	-0.6%	-1%	-9%
COc1ccc(C2CC(c3cccc(OC)c3OC)n3nnnc3N2)cc1 (centres undefined)	27%	·	·	-3.2%	i	1.2	-11%	1%	3.3%	-2%	-4%

This part in full, from the first entry:
SMILES	NOD2 inhibition	Hep lipid drop	Hep lipid drop cells 6.5 µM	XIAP displacement	Myeloid diff MLP	Myeloid diff MLP GFP+ MAC1+ %	Dengue-2 NS5 capping	SIAH1 antagonists	HIV fusion peptide	AID2073	LYP phosphatase	others
O=C(NCc1ccc2c(c1)OCO2)c1cc(-c2ccccc2)on1	-20%	-5	782	-0.8%	i	1.1	1%	5%	-0.4%	13%	-2%
COc1ccccc1Oc1ccc2c(c1)C(=O)N(CC(=O)O)C2=O	-9%	15	834	·	i	0.9	-6%	2%	4.1%	2%	-3%
COc1ccccc1C(=O)NNC(=O)C(=O)NC1CCCCC1	0%	16	744	·	?	·	3%	3%	-0.6%	-1%	-9%
COc1ccc(C2CC(c3cccc(OC)c3OC)n3nnnc3N2)cc1 (centres undefined)	27%	·	·	-3.2%	i	1.2	-11%	1%	3.3%	-2%	-4%
O=C(CCn1c(=S)oc2ccccc21)NCCC1=CCCCC1	13%	10	651	·	i	0.4	2%	-3%	0.1%	6%	-3%
O=C(c1ccco1)n1nc(-c2cccnc2)nc1NCc1ccco1	-2%	-1	695	-5.3%	i	0.7	-3%	6%	1.2%	16%	-10%
CC(C)C1CC(CCNCc2ccc3c(c2)OCO3)(c2ccccc2)CCO1 (centres undefined)	2%	-7	651	·	i	0.5	-3%	-1%	-0.6%	0%	-6%
CSc1ccccc1C(=O)NCc1ccc2c(c1)OCO2	-4%	8	720	-0.5%	i	1.5	-4%	-3%	-0.4%	0%	-4%
O=C(CCl)NC(=O)NC12CC3CC(CC(C3)C1)C2	11%	11	469	-7.3%	i	1.1	-3%	-5%	1.7%	-5%	-5%
Cc1nn(CC(=O)Nc2c(F)c(F)cc(F)c2F)c(=O)c2cccn12	3%	18	760	·	i	0.8	-5%	-4%	4.4%	4%	-3%
Cc1ccc(S(N)(=O)=O)cc1NC(=O)c1ccc2c3c(cccc13)CC2	11%	-8	825	·	i	0.5	-2%	-2%	-0.2%	9%	-8%
C=CCc1cccc2cc(C(=O)NC3=C(C#N)CCC3)c(=O)oc12	23%	-1	703	0.4%	i	1.0	2%	5%	2.9%	7%	-8%
CCO/C(C)=C1\C(=O)Nc2ccccc21	9%	·	·	-1.2%	i	0.7	-1%	0%	0.7%	-3%	-3%
CC(C)c1ccc(/C=N/n2cnnc2)cc1	-11%	14	739	·	i	0.4	2%	5%	-1.0%	0%	-4%
COc1ccc2c(c1OC)C(=O)OC2C/C(=N\NC(N)=O)c1ccccc1 (centres undefined)	-9%	-40	696	-0.5%	i	0.4	-6%	9%	0.6%	-8%	-6%
COc1cc2c(cc1OC)C(C)N(C(=O)c1nccnc1C(=O)O)CC2 (centres undefined)	9%	15	728	·	i	0.9	-1%	0%	-2.3%	5%	-7%
COc1ccc(Oc2ccccc2C#N)cc1	2%	9	689	-1.4%	i	0.1	-4%	4%	1.3%	8%	2%
COc1c(C(=O)Nc2c(C)n(C)n(-c3ccccc3)c2=O)ccc2ccccc12	-5%	0	674	2.0%	i	0.0	-4%	3%	-0.5%	-2%	3%
COc1ccc(-c2nc(-c3ccccc3)c(-c3cccs3)[nH]2)cc1OC	9%	7	772	-7.0%	i	2.3	-5%	-1%	1.0%	22%	-3%
CCOc1ccc(Nc2c3c(nc4ncnn24)CC(C)CC3)cc1 (centres undefined)	15%	·	·	-11%	i	0.3	-7%	2%	-2.4%	-7%	-5%
CCOC(=O)c1sc2ncn(/N=C/c3ccc(O)c(OC)c3)c(=O)c2c1C	30%	-3	641	-1.1%	i	0.4	-2%	-4%	-1.1%	13%	1%
O=C1NCCCC1C(=O)NCCNC(=O)C(F)(F)F (centres undefined)	-2%	·	·	-2.4%	i	7.7	2%	-2%	-1.9%	6%	-1%
COC(=O)c1cc(NC(=O)CN(C)Cc2ccccc2)cc(C(=O)OC)c1	4%	-3	715	·	i	1.4	-8%	-3%	0.7%	2%	-10%
CCOC(=O)CCCNC(=O)COC(=O)/C=C/c1ccc2c(c1)OCO2	3%	16	679	-6.1%	i	0.5	-11%	5%	-0.2%	5%	-1%
COc1ccc(C2CC(=O)C3=C(C2)Nc2ncnn2C3c2ccccc2C)cc1 (centres undefined)	7%	·	·	-2.1%	i	0.8	-2%	1%	1.5%	6%	-6%
CNC(=O)c1cc2cc(OC)ccc2oc1=N	3%	·	·	-3.4%	i	0.5	-2%	-1%	7.7%	21%	-5%
COc1ccc(-c2ccc(=O)n(Cc3cccc([N+](=O)[O-])c3)n2)cc1	11%	52*	790*	-10%	i	0.2	0%	4%	0.3%	0%	-3%
CN(C)c1ccc(CNS(=O)(=O)c2csc(C(N)=O)c2)cc1	-2%	-18	694	·	i	0.9	-7%	-4%	-0.3%	-3%	0%
Cc1cc(NC(=O)c2nn(C)c(C)c2[N+](=O)[O-])no1	6%	·	·	-0.6%	i	11	-10%	-2%	-0.2%	-6%	-10%
CC/C(=N\NS(C)(=O)=O)c1ccccc1	0%	6	742	·	·	·	·	-1%	-1.3%	2%	-8%
Cc1c(Cl)cccc1NC(=O)CNc1ccccc1F	-14%	-4	627	-3.7%	i	1.0	-1%	1%	1.0%	?	-6%
Fc1ccc(Br)cc1C1C=C(c2cccnc2)Nc2ncnn21 (centres undefined)	4%	·	·	-4.5%	i	2.1	22%	1%	0.3%	15%	-8%
COc1ccc(C2c3ccc4ccccc4c3Oc3ncn(CCN4CCOCC4)c(=N)c32)cc1 (centres undefined)	-13%	·	·	-5.4%	i	3.0	-7%	2%	-0.6%	5%	-10%
Cc1cc(OCC(F)(F)C(F)(F)C(F)(F)C(F)F)nc(N)n1	-17%	·	·	-5.0%	i	1.0	0%	-4%	-3.0%	-4%	-5%
COCCCN1C(=O)CC(C(=O)OC)=C1C	0%	4	694	-6.2%	i	0.7	-6%	0%	-2.4%	34%	-9%
O=C(O)c1cc2ncc(CCO)cn2n1	18%	-11	697	-9.9%	i	1.0	3%	1%	2.0%	17%	-1%
COc1cccc(/C=N/Nc2ncnc3scc(-c4ccccc4)c23)c1O	-116%	-88	463	-4.0%	·	·	1%	-17%	-0.4%	14%	2%
CCOc1ccc(N2CC(C(=O)NC(C)C)CC2=O)cc1 (centres undefined)	6%	·	·	-3.1%	i	0.3	-7%	2%	0.3%	9%	2%
CCC(C)C(NS(=O)(=O)c1ccc(C)cc1)C(=O)Oc1ccc2c3c(c(=O)oc2c1)CCC3 (centres undefined)	11%	·	·	0.2%	i	0.5	-2%	0%	-2.7%	4%	0%
CCCn1c(NCc2c[nH]c3ccccc23)nc2ccccc21	-7%	2	734	-5.3%	i	0.4	-5%	4%	0.1%	-7%	-1%
CCN(CC)c1ccc2cc(C(=O)O)c(=O)oc2c1	-34%	19	677	-3.3%	+	2.8*	18%	6%	0.4%	6%	-10%
O=C(c1ccc2c(c1)OCO2)N1CCN=C1SCc1cccnc1	11%	·	·	-1.4%	i	3.1	4%	1%	-0.3%	-1%	-7%
COc1ccc(Cl)cc1NC(=S)N1CCN(C(=O)c2ccco2)CC1	0%	·	·	-21%	i	0.8	-6%	-3%	-2.7%	-48%	-2%
CCCCn1c(N)c(N(CCC(C)C)C(=O)CSc2nnc3ccccn23)c(=O)[nH]c1=O	12%	-8	757	-4.6%	i	1.2	-3%	4%	0.4%	-4%	-11%
Cc1nc([N+](=O)[O-])c(C(=O)OCc2ccccc2C#N)n1C	-4%	19	728	-5.9%	·	·	7%	4%	-1.7%	-4%	2%
COc1ccc(CNC(=O)CCC(=O)Nc2nnc(C(C)C)s2)cc1	9%	-10	716	·	i	0.3	-2%	13%	1.4%	3%	-8%
O=C(NC1CCCC1)C(c1cccnc1)N(CCc1ccccc1)C(=O)c1ccco1 (centres undefined)	12%	-7	696	-2.6%	i	0.2	·	1%	0.8%	-17%	-6%
Cc1ccsc1/C=N/NC(=O)C(N)=O	-4%	2	692	-4.5%	i	1.1	-6%	-3%	0.4%	4%	-3%
O=C(COc1cccnc1[N+](=O)[O-])N1CCN(S(=O)(=O)c2ccc3ccccc3c2)CC1	-4%	27	673	-9.7%	i	0.4	6%	-4%	0.1%	-4%	2%
COc1ccc(F)cc1CN1CCN(CC(=O)N2CCc3ccccc32)CC1	-26%	-33	774	·	i	1.5	5%	1%	0.4%	-4%	-7%
CC(=O)N(Cc1ccccc1C)c1cccc(C)c1C	0%	-6	676	-2.0%	i	0.0	6%	0%	-1.6%	-15%	-3%
CC1CC(C)CN(S(=O)(=O)c2ccc(C(=O)Nc3nnc(-c4cccs4)o3)cc2)C1 (centres undefined)	36%	·	·	-6.1%	i	3.0	15%	-6%	1.8%	6%	2%
CCCN(CCC)C(C(=O)Nc1cccc(OC)c1)c1ccccc1 (centres undefined)	-10%	·	·	-0.4%	i	0.7	1%	4%	8.5%	-4%	0%	Dengue-2 NS5 capping pilot replicate=0.9
CCN(C(=O)CSc1nc2cc(S(=O)(=O)N(CC)CC)ccc2o1)C1CCS(=O)(=O)C1 (centres undefined)	-2%	-13	823	·	i	1.1	5%	-2%	0.0%	-35%	-8%
O=C(/C=C/c1ccc2c(c1)OCO2)Nc1ccc(Cl)cn1	-115%	-15	663	-4.5%	i	0.1	-4%	0%	-1.3%	?	-9%
Cc1cccc(OCc2nnc(SCC(=O)N3CCc4ccccc43)n2C)c1	2%	·	·	0.4%	i	0.9	-17%	-4%	0.1%	-4%	-7%
CN(C)CCN1C(=O)C(=O)/C(=C(/O)c2ccc(S(=O)(=O)N3CCOCC3)cc2)C1c1ccc(Br)cc1 (centres undefined)	-6%	-10	653	·	i	1.3	-5%	-1%	1.0%	5%	-4%

Source: PubChem
